GalR3 antag: GalR3 antagonists in HEK293 cells, primary screen, cell-based, fluorescence readout. actives 0.44% (n = 360,000). inhibition, % at 3 µM. HEK293 GalR3-CNG cAMP membrane potential fluorescence; galR3 body fused to GalR1 C-terminus. Galanin receptor type 3 (Homo sapiens), O60755;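 active = inhibition above the screen-wide average plus 3 SD, cut at about 13% in these data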;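 also: forskolin and galanin both at EC90 stimulate the cells; cAMP rise reported by CNG channel membrane potential dye signal; 0% = forskolin plus galanin with DMSO and 100% = forskolin alone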
Starred values were filed as active, the others as inactive.

A first look (14 entries):
SMILES | GalR3 antag
COc1ccc(CN2C[C@@H](CO)O[C@@H](n3cnc4c(NC5CC5)ncnc43)C2)cc1 | -1
Cc1ccc(C(=O)NCC(=O)N(C)Cc2ccccc2C)s1 | -7
CCCCc1c(Cc2ccccc2)ncn1CCc1ccccc1OC | -7
Cc1cccc(C)c1NC(=O)C(c1ccncc1)n1c(=O)c(-c2cc3ccccc3[nH]2)nc2ccccc21 (stereo not drawn) | -4
CCN(C(=O)COC(=O)c1cccc(S(=O)(=O)N(C)C)c1)c1c(N)n(Cc2ccccc2)c(=O)[nH]c1=O | -4
Cc1oc2cc3oc(=O)c(CCC(=O)N4CCC(C(=O)O)(c5ccccc5)CC4)c(C)c3cc2c1C | -1
CN(Cc1ccccc1)c1cc2c(c3c1ccn3C)C1CCC2O1 (stereo not drawn) | -7
COc1ccc(CNS(=O)(=O)c2cc(Br)ccc2Br)c(OC)c1 | -6
CC1=C(C(=O)N2CCOCC2)CC(CC(=O)NCCCN(C)C)C(=O)N1CCCN1CCCC1=O (stereo not drawn) | -7
CC(C)C(=O)Nc1cccc(COc2cccc(CN(Cc3ccccc3)C(=O)OC(C)(C)C)c2)c1 | -4
C(=C\c1ccccc1)/CN1CCN(C(c2cccc3ccccc23)c2nnnn2Cc2ccccc2)CC1 (stereo not drawn) | -5
C=CS(=O)(=O)N(Cc1ccccc1Br)[C@H](CO)Cc1ccccc1 | -2
CC1=C(C(=O)N2CCCCCC2)CC(CC(=O)NCC2CCCCC2)C(=O)N1CCCN1CCCC1=O (stereo not drawn) | -6
CCC(=O)N1CCC1(C)C(=O)Nc1cccc(OC)c1 (stereo not drawn) | -5

The listing (from the top)
SMILES | GalR3 antag
COc1ccc(CN2C[C@@H](CO)O[C@@H](n3cnc4c(NC5CC5)ncnc43)C2)cc1 | -1
Cc1ccc(C(=O)NCC(=O)N(C)Cc2ccccc2C)s1 | -7
CCCCc1c(Cc2ccccc2)ncn1CCc1ccccc1OC | -7
Cc1cccc(C)c1NC(=O)C(c1ccncc1)n1c(=O)c(-c2cc3ccccc3[nH]2)nc2ccccc21 (stereo not drawn) | -4
CCN(C(=O)COC(=O)c1cccc(S(=O)(=O)N(C)C)c1)c1c(N)n(Cc2ccccc2)c(=O)[nH]c1=O | -4
Cc1oc2cc3oc(=O)c(CCC(=O)N4CCC(C(=O)O)(c5ccccc5)CC4)c(C)c3cc2c1C | -1
CN(Cc1ccccc1)c1cc2c(c3c1ccn3C)C1CCC2O1 (stereo not drawn) | -7
COc1ccc(CNS(=O)(=O)c2cc(Br)ccc2Br)c(OC)c1 | -6
CC1=C(C(=O)N2CCOCC2)CC(CC(=O)NCCCN(C)C)C(=O)N1CCCN1CCCC1=O (stereo not drawn) | -7
CC(C)C(=O)Nc1cccc(COc2cccc(CN(Cc3ccccc3)C(=O)OC(C)(C)C)c2)c1 | -4
C(=C\c1ccccc1)/CN1CCN(C(c2cccc3ccccc23)c2nnnn2Cc2ccccc2)CC1 (stereo not drawn) | -5
C=CS(=O)(=O)N(Cc1ccccc1Br)[C@H](CO)Cc1ccccc1 | -2
CC1=C(C(=O)N2CCCCCC2)CC(CC(=O)NCC2CCCCC2)C(=O)N1CCCN1CCCC1=O (stereo not drawn) | -6
CCC(=O)N1CCC1(C)C(=O)Nc1cccc(OC)c1 (stereo not drawn) | -5
CC(C)CNC(=O)C1C(=O)Nc2ccccc2C(=O)N1C(C)(C)C (stereo not drawn) | -5
Cc1cc(NC(=O)Cc2cn(Cc3ccccc3)c3ccccc23)ccc1Oc1cccnc1 | -1
O=C1C=C(c2ccccc2)C(c2ccccc2)C1O (stereo not drawn) | -3
Nc1c(/C=C2/C=CC(=O)C(O)=C2)c(=O)nc2sc(CC(=O)N3CCOCC3)nn12 | 2
CC1(C(=O)NS(=O)(=O)c2ccccc2Cl)CCN1C(=O)c1ccccc1 (stereo not drawn) | -2
CC(C)NC(=O)C1(C)CCN1C/C=C/c1ccccc1 (stereo not drawn) | -6
Cc1nc2c(OCCOc3ccccc3)cccn2c1N(C)C(=O)CCC1CCCC1 | -2
O=C(O)c1ccccc1C(=O)c1ccc2oc(=O)[nH]c2c1 | -4
Cc1cc2nc(-c3ccc(F)cc3)c(CC3CCCCC3)n2c(C)c1Br | -6
CC(C)[C@H](NC(=O)[C@H](C)NC(=O)OC(C)(C)C)C(=O)N1CCC2CCN(Cc3ccccc3)CC21 (stereo partly drawn) | -6
CCc1nc2ccc(C(=O)Nc3cccc(NS(C)(=O)=O)c3)cn2c1N(CC)Cc1cccc(Br)c1 | -6
Cc1cccc(NS(=O)(=O)c2ccc(C)c(C(=O)N(C)C3CCN(C)CC3)c2)c1 | 4
CCOC(=O)c1[nH]c(=S)n(-c2ccccc2)c1C(=O)OCC | 3
CCOC(=O)Nc1ccc2c(c1)Cc1cc([N+](=O)[O-])ccc1-2 | -3
CC(C)C(=O)N1CCCC1(C)C(=O)Nc1ccc(F)cc1 (stereo not drawn) | -7
CN(C(=O)COc1ccccc1C(=O)NCc1ccccc1)C1CCS(=O)(=O)C1 (stereo not drawn) | -3
CSCCC(c1nnnn1Cc1ccccc1)N1CCN(C/C=C/c2ccccc2)CC1 (stereo not drawn) | -6
C[C@@H]1CN([C@@H](C)CO)C(=O)CCCn2nncc2CO[C@@H]1CN(C)C(=O)c1ccccc1 | -4
COC(=O)C1=C(C)N(Cc2ccc(C(F)(F)F)cc2)C(=NCc2ccc(C(F)(F)F)cc2)NC1c1cccc(C(F)(F)F)c1 (stereo not drawn) | -6
CCOc1ccccc1CNn1cnnc1SCC(=O)NC(C)(C)C | -6
O=C(O)c1ccc([N+](=O)[O-])cc1-c1cc([N+](=O)[O-])ccc1C(=O)O | -5
CCNC(=O)C1(C)CCN(C(=O)c2c(F)ccc(C)c2F)C1 (stereo not drawn) | -6
COc1ccc(C(=O)N2CCC(C)(C(=O)NS(=O)(=O)C3CC3)C2)cc1 (stereo not drawn) | -4
Cc1ccc(NC(=O)c2ccc3c(=O)n4c(nc3c2)CCC4)cc1S(=O)(=O)N(C)C | -3
Cc1ccc(-c2cccc(=O)o2)cc1 | -7
CC(=O)Oc1cc(C(=O)OCC(=O)NC23CC4CC(CC(C4)C2)C3)cc(OC(C)=O)c1OC(C)=O | -6
O=C(OCc1cn([C@@H]2CN(C(=O)c3cccs3)[C@@H](c3ccccc3)C[C@H]2O)nn1)c1ccccc1 | -6
COc1ccc([C@H]2C[C@@H](O)[C@H](n3cc(COC(=O)c4ccccc4)nn3)CN2Cc2cccs2)cc1 | -6
CCOC(=O)n1cnc2nc(N)nc(SC)c21 | -1
Cc1ccc(S(=O)(=O)N(Cc2ccc([N+](=O)[O-])cc2)C(=O)N2CCN(C)CC2)cc1 | -2
Cc1cccc(NC(=O)CNC(=O)c2cc(S(=O)(=O)N(C)C)ccc2N2CCCC2)c1C | -4

Single entries from the entries so far:
`CCOC(=O)n1cnc2nc(N)nc(SC)c21` in GalR3 antag: -1
`CCNC(=O)C1(C)CCN(C(=O)c2c(F)ccc(C)c2F)C1` (stereo not drawn) in GalR3 antag: -6

The list continues.
SMILES | GalR3 antag
CCCCCc1cc(OC)cc2c1C(=O)OC(C)(C)O2 | -7
CNC1CCc2cc(OC)c(OC)c(OC)c2-c2ccc(SC)c(=O)cc21 (stereo not drawn) | -3
O=C(c1ccco1)N(Cc1cccnc1)C(c1ccccc1)c1nc2ccccc2[nH]1 (stereo not drawn) | -5
CC(=O)c1c(C)[nH]c(C(=O)NNC(=O)COc2cc(C)cc(C)c2)c1C | -4
Cc1cccc(OC(C)C(=O)Nc2ccc3c(c2)OCCO3)c1 (stereo not drawn) | -4
CCCCCCN1CCN(C2CN(Cc3cn(CCCCCC)nn3)S(=O)(=O)C2)CC1 (stereo not drawn) | -5
Cc1ccc([C@@H]2C[C@H]3[C@@H](CN2S(=O)(=O)c2ccc(Cl)cc2)C(=O)C[C@@H](c2ccccc2)N3S(=O)(=O)c2ccc(C)cc2)cc1 | -5
CCOC(=O)C1(C)CCCCCN1C(=O)/C=C/c1ccccc1 (stereo not drawn) | 2
NC(=O)CC1(c2ccccc2)CCCCC1 | -2
Cc1ccc(NS(=O)(=O)c2cc(C(=O)NCCCN(C)C)ccc2Cl)cc1Cl | -4
CC12CCC(=O)C=C1CCC1C2CCC2(C)C1CC1C3C(=O)N(Cc4ccccc4)C(=O)C3CC(=O)C12 (stereo not drawn) | -5
COc1cccc(NC(=S)N2CCC(C(=O)c3ccc(F)cc3)CC2)c1 | -8
CCc1ccc(C(=O)CN2C(=O)NC3(CCCCCC3)C2=O)cc1 | -2
CN(C)CCC1(C2=CCCC2)CC/C(=C/c2ccc(Cl)cc2)C1=O (stereo not drawn) | -9
O=C(Nc1ccc(F)c(Cl)c1)Nc1nnc([C@H]2C[C@H](O)[C@@H](CO)O2)s1 | -7
CCOc1ccc(-c2cc(C(=O)NCc3ccc(F)cc3)[nH]n2)c(C)c1 | -3
Fc1ccc(Nc2nnc(-c3ccncc3)s2)cc1Cl | -3
CC(=O)N1c2ccccc2S(=O)(=O)c2c1ccc1ccccc21 | -5
CC(C)=CCC[C@H](C)C[C@@H]1Cc2[nH][nH]c(=O)c2[C@@H](c2ccc(F)cc2)O1 | -7
CCOC1=C2[C@@H](CN(S(=O)(=O)c3ccc(C)cc3)[C@H]2c2ccc(Cl)cc2)[C@H]2C(=O)N(c3ccccc3)C(=O)[C@H]2C1 | -1
C/C=C/c1cccc(-c2nc(C(=O)N3CCCCC3)cc3c2[C@H](CCO)N(C(=O)NC(C)C)C3)c1 | -3
COc1ccc(S(=O)(=O)N2CCCCC2c2cc(C(=O)Nc3ccc(F)c(Cl)c3)no2)cc1 (stereo not drawn) | -6
O=C(NCc1cccc(C(F)(F)F)c1)c1ccc2sc([C@@H]3O[C@H](CO)[C@@H](O)[C@H]3O)nc2c1 | -2
C[n+]1c(-c2ccccc2)cc2c(=Cc3ccc([N+](=O)[O-])cc3)c3ccccc3n21 | -1
C[C@@H]1CN([C@H](C)CO)C(=O)CCCn2nncc2CO[C@@H]1CN(C)C(=O)C1CC1 | -5
COc1ccc(S(=O)(=O)N2CCC[C@H]2C(=O)N2CCC[C@H]2C(=O)NCc2ccc(F)cc2F)cc1C | 1
O=C1NC[C@@H](Cc2cccc3ccccc23)N(CCc2cccc(F)c2)C1=O | -8
Cc1ccc(CNCCCn2cnc3c(OCc4ccccc4)ncnc32)o1 | -9
c1ccc(-c2nc3c4ccccc4ccn3c2CC2CCCCC2)cc1 | -8
CCN1CCN(c2ccc(N3CCN(S(=O)(=O)c4cccc([N+](=O)[O-])c4)CC3)nn2)CC1 | -8
CS(=O)(=O)n1c2ccccc2c(=O)n1-c1ccccc1CCl | -4
CC(C)CNc1ncnc2c1ncn2[C@H]1CN(Cc2cccs2)C[C@@H](CO)O1 | -7
Cc1ccc(S(=O)(=O)N2C[C@H]3C(=O)C[C@@H](c4cccc(C)c4)N(S(=O)(=O)c4ccc(C)cc4)[C@H]3C[C@H]2c2ccccc2)cc1 | -5
Clc1ccc(-c2nc3ccc(Br)cn3c2Cc2cccc(Cl)c2)cc1 | -4
CCOC(=O)N[C@@H](Cc1cccnc1)C(=O)N1CCC[C@H]1C(=O)NCCc1ccccc1Cl | -3
CC[C@]12c3[nH]c4cc(-c5ccco5)ccc4c3CCN1C(=O)[C@@H](CC(=O)NCc1ccco1)C[C@@H]2C(=O)N1CCN(C(=O)C2CC2)CC1 | -1
CN(C)Cc1ccccc1CNC(=O)c1cccc(S(=O)(=O)Nc2ccc3c(c2)OCO3)c1 | -8
CC(C)(C)OC(=O)N(CCc1ccccc1)Cc1ccccc1OCc1cccc(NC(=O)C2CCCC2)c1 | -3
CCC(=O)c1cc(Br)ccc1OCC(=O)N1CCN(S(=O)(=O)c2ccccc2)CC1 | -2
O=[N+]([O-])c1cccc(N=Cc2ccccc2)c1 | -2
CC1(C(=O)NS(=O)(=O)C2CC2)CCCN(C(=O)c2ccccc2OC(F)(F)F)C1 (stereo not drawn) | -7
COc1c(C)cc(C(O)c2ncc(-c3ccccc3Cl)[nH]2)cc1C (stereo not drawn) | -6
Cc1cccc(NC(=O)CSc2nnc3ccc(-c4cccnc4)nn23)c1 | -7
COc1ccc(OCCNC(=O)C2(C)CCN2Cc2ccc(SC)cc2)cc1 (stereo not drawn) | -6
O=C(O)C(c1ccccc1)C1CCCCC1O (stereo not drawn) | -4
C[C@@H]1CN([C@@H](C)CO)C(=O)CCCn2nncc2CO[C@@H]1CN(C)C(=O)c1ccncc1 | -6
CC/C(=C\c1ccc(Cl)cc1)c1ccncc1 | -7
COc1ccc(-c2cnc(C(O)c3ccc(-c4ccccc4)cc3)[nH]2)cc1 (stereo not drawn) | -4
CC1=C(O)C(=O)C(c2c(C)cc(C)c(Br)c2C)=C(O)C1=O | -2
Cn1c(Oc2cccnc2CN2CCCC2)nc2cc(-c3cccc(C(F)(F)F)c3)sc2c1=O | -2
COC(=O)C[C@H]1C[C@@H]2c3cc(NS(=O)(=O)c4cccc(OC)c4)ccc3O[C@@H]2[C@@H](CO)O1 | -6
NC(=O)c1cc(Sc2ccccc2)nc2ccccc12 | -2
[O-]C(=C(C(=S)Nc1cccc2ccccc12)[n+]1cccc(CO)c1)c1ccc(Cl)s1 | -6
COc1ccc(NC(=O)CN(C)C(=O)c2ccc3ccccc3c2)cc1 | -5
N#CC1C(=N)Cc2ccccc2-c2ccccc21 (stereo not drawn) | -1
Cc1cccc(S(=O)(=O)NC(=O)C2(C)CCN2C(=O)CCC2CCCC2)c1 (stereo not drawn) | -4
CC1(C(=O)NS(=O)(=O)C2CC2)CCN(C(=O)c2cccc(Cl)c2)C1 (stereo not drawn) | -2
CCc1nc2c(OCc3ccc(C(F)(F)F)cc3)cccn2c1N(C)C(C)=O | -1
N#Cc1ccccc1S(=O)(=O)N1CCN(c2nc(-c3ccccc3)nc3ccccc23)CC1 | -5
CCOC(=O)c1nn(C)c2[nH]c(=O)n(C)c(=O)c12 | -1
Going on with the list.
SMILES | GalR3 antag
COc1ccc(-c2cc(C(=O)Nc3ccc(NC(C)=O)cc3)[nH]n2)c(C)c1 | -4
O=C(Nc1nnc([C@@H]2C[C@H](O)[C@@H](CO)O2)s1)c1cccc(OC(F)(F)F)c1 | -2
Cc1cc(C)c(C)c(C(=O)C(=O)c2ccccc2)c1 | -6
CN(C(=O)c1cccc(NC(=O)Cc2ccc(NC(=O)C3CCN(C(=O)C4CCC4)CC3)cc2)c1)C1CC1 | 1
COCCNC(=O)C1(C)CCN(Cc2cccc(Oc3ccccc3)c2)C1 (stereo not drawn) | -6

Some of the compounds tested (hit frequency here may not be typical).
